# MEP2-GFP yeast – modulators of MEP2-GFP levels in yeast, primary screen, S. cerevisiae, multiplex flow cytometry, MLPCN library | S. cerevisiae MEP2-GFP strain, 3 h; 100% = DMSO control level | GFP response vs DMSO, % at 10 µM | hit rate 0.51% among 330,000;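 active = GFP response versus DMSO above a set limit, roughly screen mean plus 3 SD, cut at about 180% in these data; inconclusive = fewer than 70 cells counted for a yeast strain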;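 note: median GFP fluorescence of the barcode-gated MEP2-GFP cells per well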
# proCasp7 act – procaspase-7 activators, primary screen, counter-screen for procaspase-3 activator project, biochemical, absorbance, HTS, human; hit rate 0.093% among 330,000; AID 463210, 2010; recombinant procaspase-7, Ac-DEVD-pNA absorbance 405 nm; D23A/D198A/D206A triple mutant, cannot self-cleave; scale: DMSO 0, 5 µM enzyme 100; activation, % at 8.5 µM; Caspase-7 (Homo sapiens), P55210;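 active = percent activation above the screen-wide mean plus 3 SD, cut at about 25% in these data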
# Target sequence (P55210 whole entry D23A/D198A/D206A): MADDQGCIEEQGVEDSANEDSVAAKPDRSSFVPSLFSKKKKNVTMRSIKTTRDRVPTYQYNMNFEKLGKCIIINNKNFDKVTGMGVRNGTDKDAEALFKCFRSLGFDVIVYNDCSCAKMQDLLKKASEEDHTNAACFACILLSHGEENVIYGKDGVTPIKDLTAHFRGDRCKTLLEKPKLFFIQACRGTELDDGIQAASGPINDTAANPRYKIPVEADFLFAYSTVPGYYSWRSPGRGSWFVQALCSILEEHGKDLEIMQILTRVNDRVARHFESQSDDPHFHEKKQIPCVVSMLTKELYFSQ
#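 Detection: p-Nitroaniline absorbance at 405 nm, read at 0 and 120 min; system: Uncleavable procaspase-7 mutant enzyme; evaluation: % activation from two-timepoint absorbance difference, scaled to controls; times: 1 h enzyme–compound preincubation and 2 h substrate reaction, both 25 °C; buffer or medium: Zinc-free HEPES pH 7.4 with 300 mM NaCl, 0.01% Triton X-100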
# AHR activator – AHR activators, primary screen, cell-based, luminescence, luciferase reporter, human | activation, % at 5 µM | hit rate 2.5% among 320,000 | AHR-responsive luciferase reporter cells | Aryl hydrocarbon receptor (Homo sapiens), P35869 | AID 2796, 2010; in the data active = activation above about 47%;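 note: 0% = vehicle wells and 100% = reference agonist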
# RPL19A-GFP yeast – RPL19A-GFP expression modulators in yeast, primary screen, cell-based, S. cerevisiae, multiplex flow cytometry, MLPCN. S. cerevisiae RPL19A-GFP strain, 3 h; stronger effect = lower value. hit rate 0.3% among 330,000. percent response vs DMSO, % at 10 µM;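 active = percent response vs DMSO below 50%; inconclusive = fewer than 70 events counted for the yeast strain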;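 note: median channel GFP fluorescence of the barcoded RPL19A-GFP strain; ratio of sample median GFP to plate DMSO average so 100% = DMSO; lower means less RPL19A-GFP as with rapamycin TOR inhibition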
# AGP1 TOR yeast – modulators of AGP1-GFP expression in yeast TOR pathway, primary screen, cell-based, multiplex flow cytometry, S. cerevisiae, MLPCN library; 3 h; GFP as percent of DMSO wells; GFP response vs DMSO, % at 10 µM; hit rate 0.02% among 320,000;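 active = GFP response relative to DMSO above a set limit, near screen average plus 3 SD, cut at about 150% in these data; inconclusive = fewer than 70 cells counted for the yeast strain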;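 note: median GFP channel fluorescence of the gated AGP1 strain per well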
# procasp3 activ – activators of human procaspase-3 D3A mutant, primary screen, biochemical, absorbance, PC-3 D3A mutant, single concentration. Caspase-3 (Homo sapiens), P42574. recombinant procaspase-3 D3A, Ac-DEVD-pNA absorbance 405 nm. activation, % at 8.5 µM. hit rate 0.11% among 330,000. AID 463141, 2010;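 active = activation above the mean of all tested compounds plus 3 SD, cut at about 21% in these data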;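 note: 0% = DMSO alone and 100% = DMSO wells spiked with extra 5 µM PC-3 D3A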
# Target sequence (P42574 whole entry D9A/D28A/D175A): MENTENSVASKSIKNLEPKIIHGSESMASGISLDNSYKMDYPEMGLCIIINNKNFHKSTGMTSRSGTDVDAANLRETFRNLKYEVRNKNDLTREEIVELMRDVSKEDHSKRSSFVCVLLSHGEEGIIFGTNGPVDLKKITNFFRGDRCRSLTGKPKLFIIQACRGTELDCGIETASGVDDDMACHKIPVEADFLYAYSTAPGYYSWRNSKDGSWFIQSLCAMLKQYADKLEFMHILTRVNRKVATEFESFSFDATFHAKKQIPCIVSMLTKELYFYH
#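 Test system: Procaspase-3 D3A mutant, all three cleavage aspartates alanine | Dosing: Single dose, 8.5 µM nominal compound, 0.8% DMSO | Schedule: 1 h preincubation, 2 h reaction | Technique: 405 nm absorbance of p-nitroaniline, reads at 0 and 120 min | Repeats: One well per compound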
# CIT2-GFP yeast – modulators of CIT2-GFP expression in yeast, primary screen, S. cerevisiae, GFP fusion, multiplex flow cytometry, MLPCN library; S. cerevisiae CIT2-GFP strain, 3 h; 100 means same as DMSO wells; AID 2029, 2009; hit rate 0.065% among 320,000; GFP response vs DMSO, % at 10 µM;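 active = GFP response relative to DMSO above a set limit, near the screen mean plus 3 SD, cut at about 150% in these data; inconclusive = Fewer than 70 cells measured for a yeast strain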;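 note: ratio of well median GFP fluorescence to mean of DMSO wells on the plate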
# LAP4 TOR yeast – modulators of LAP4-GFP expression in yeast, primary screen, S. cerevisiae, multiplex flow cytometry, MLPCN library; 3 h; median GFP as percent of DMSO wells; GFP response vs DMSO, % at 10 µM; hit rate 0.34% among 320,000;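 active = GFP response vs DMSO above a set limit, about the screen mean plus 3 SD, cut at about 150% in these data; inconclusive = under 70 cell events counted for the yeast strain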
# An asterisk follows results filed as active; ? = inconclusive; · = not tested or not shown; [ ] = dose if it differs, or a comment.
SMILES,MEP2-GFP yeast,proCasp7 act,AHR activator,RPL19A-GFP yeast,AGP1 TOR yeast,procasp3 activ,CIT2-GFP yeast,LAP4 TOR yeast
CCCc1cc(C(=O)Nc2cc(C)ccc2O)no1,100,11,-9,96,95,-2,95,103
COc1ccc(C2Nc3ccccc3C(=O)N2c2ccc(F)cc2)cc1Cn1nnc2ccccc21 (configuration not stated),101,0,4,98,92,-1,91,99
Cc1ccc2[nH]c3ccccc3c(=O)c2c1,105,2,6,101,108,-5,102,125
COc1ccc(C(=O)NCCc2nnc(SCC(=O)Nc3ccccc3C(C)C)n2C)cc1,94,-2,2,91,94,7,102,93
N/N=C(/Cc1nc2ccccc2[nH]1)c1ccc([N+](=O)[O-])cc1,100,-5,20,108,101,-4,106,109
Cc1ccc(C)c(S(=O)(=O)N2CCN(C(=O)[C@@H]3CCCN3C(=O)c3cccs3)CC2)c1,98,6,1,100,102,11,95,106
CN1C(=O)C(=O)/C(=C(/O)c2ccccc2)C1c1ccc([N+](=O)[O-])cc1 (configuration not stated),106,7,1,107,100,-3,107,93
COCC(C)NC(=O)C1c2ccccc2Oc2ccccc21 (configuration not stated),116,-5,-1,104,104,0,100,106
COc1cccc(/C=N/Nc2ccc(Cl)nn2)c1,103,-3,13,98,86,8,93,89
CN(CC(=O)Nc1ccc(Cl)cc1)C(=O)CCC1CCCC1,118,-9,2,103,90,3,96,90

# Brought forward from above: 3 entries, then new ones.
SMILES,MEP2-GFP yeast,proCasp7 act,AHR activator,RPL19A-GFP yeast,AGP1 TOR yeast,procasp3 activ,CIT2-GFP yeast,LAP4 TOR yeast
COCC(C)NC(=O)C1c2ccccc2Oc2ccccc21 (configuration not stated),116,-5,-1,104,104,0,100,106
COc1cccc(/C=N/Nc2ccc(Cl)nn2)c1,103,-3,13,98,86,8,93,89
CN(CC(=O)Nc1ccc(Cl)cc1)C(=O)CCC1CCCC1,118,-9,2,103,90,3,96,90
CN1CCC(N(C)C(=O)CCc2nc3ccccc3c(=O)[nH]2)CC1,116,0,4,94,95,-14,100,99
CC[N+]1(CC)CC2CCC(C)(C1)C2(C)C (configuration not stated),102,3,1,104,108,-7,103,108
Cc1ccc(SCc2cc(-c3ccc(Cl)cc3)on2)cc1,98,1,1,97,98,1,108,103
CCOc1ccc(NC(=O)CN(C)C(=O)c2cc(S(=O)(=O)N(C)C)ccc2N2CCCC2)cc1OCC,96,-3,9,100,106,-1,88,105
Cc1ccc(N=Cc2c(O)c3ccccc3oc2=O)c(C)c1,106,11,3,106,101,7,104,97
CN1CCN(c2nc(-c3ccco3)cc(C(F)(F)F)n2)CC1,102,-2,-1,·,101,2,95,101
Fc1ccc(-n2cc(-c3ccccc3)c3c(N4CCOCC4)ncnc32)cc1,99,2,-2,90,92,-2,89,135
CC(=O)c1cccc(NC(=O)NC(C)C2CCCO2)c1 (configuration not stated),163[may fluoresce violet],6,7,62[may fluoresce violet],?,1,?,64[may fluoresce violet]
C=CCc1cccc2cc(C(=O)Nc3ccc(CC(=O)O)cc3)c(=O)oc12,103,-11,-7,93,98,-3,92,115
Cc1ccc(N(CCC(=O)Nc2nnc(C3CC3)s2)S(=O)(=O)c2ccccc2)cc1,87,4,11,100,92,5,101,94
COc1ccc(N2CCN(CC(O)COc3ccc(C)cc3C)CC2)cc1 (configuration not stated),101,-5,2,102,93,15,100,93
CCOC(=O)c1c(NC(=S)Nc2ccc(OC)cc2)sc2c1CCCCC2,113,-7,11,108,102,-11,105,99
CC(C)N1CCc2c(sc(NC(=O)c3cc(-c4cccs4)nc4ccccc34)c2C(N)=O)C1,108,-5,5,97,91,-9,93,116
CCOc1ccc(CN2CCC(n3nccc3NC(=O)CCCc3ccccc3)CC2)cc1,93,6,-2,95,99,0,94,96
CCOc1ccc(NCC(=O)Nc2ccc(Cl)cc2C)cc1,91,-9,5,98,104,-5,86,96
O[Si](CCCN1CCCCC1)(c1ccc(F)cc1)C1CCCCC1 (configuration not stated),87,10,-1,98,86,3,87,98
CCOC(=O)N1CCC(NC(=O)c2ccc3c(c2)N(CC)CCS3)CC1,101,-12,6,95,93,-3,100,100
O=C(c1ccncc1)N(Cc1ccco1)Cc1cc2ccccc2[nH]c1=O,96,18,9,98,102,8,102,93
C=CCC1(Cl)C(=O)C(Cl)=C(N2CCOCC2)C1(OC)OC (configuration not stated),100,7,-1,101,99,-2,102,95
Cc1ccccc1OCC(=O)NNC(=S)NC(=O)c1ccccc1[N+](=O)[O-],107,-3,0,88,100,4,96,115

# Quoted at random: four entries already listed
SMILES,MEP2-GFP yeast,proCasp7 act,AHR activator,RPL19A-GFP yeast,AGP1 TOR yeast,procasp3 activ,CIT2-GFP yeast,LAP4 TOR yeast
CCOC(=O)c1c(NC(=S)Nc2ccc(OC)cc2)sc2c1CCCCC2,113,-7,11,108,102,-11,105,99
CC(C)N1CCc2c(sc(NC(=O)c3cc(-c4cccs4)nc4ccccc34)c2C(N)=O)C1,108,-5,5,97,91,-9,93,116
O[Si](CCCN1CCCCC1)(c1ccc(F)cc1)C1CCCCC1 (configuration not stated),87,10,-1,98,86,3,87,98
Cc1ccccc1OCC(=O)NNC(=S)NC(=O)c1ccccc1[N+](=O)[O-],107,-3,0,88,100,4,96,115

# Other records follow:
SMILES,MEP2-GFP yeast,proCasp7 act,AHR activator,RPL19A-GFP yeast,AGP1 TOR yeast,procasp3 activ,CIT2-GFP yeast,LAP4 TOR yeast
O=C(CSc1cccc2cccnc12)OCC(=O)c1ccccc1,101,-5,27,100,106,2,110,103
COC(=O)C1C(O)=C(C=NCC(C)N=CC2=C(O)C(C(=O)OC)C(C)(C)CC2=O)C(=O)CC1(C)C (configuration not stated),97,2,-1,95,95,4,94,93
CCCCCOC(=O)C1=C(C)NC(=O)NC1c1ccc([N+](=O)[O-])cc1 (configuration not stated),113,-4,6,112,104,7,108,102
Cc1ccc(S(=O)(=O)CC(=O)c2cc3cccc(C)c3oc2=O)cc1,97,7,3,109,101,3,99,84
Cc1cc(C)cc(OCC(=O)N(Cc2ccccc2)C2CCS(=O)(=O)C2)c1 (configuration not stated),106,-4,8,105,101,3,104,101
CCc1ccc2c(CN3CCN(S(=O)(=O)c4cccs4)CC3)cc(=O)oc2c1,110,16,1,95,112,-4,106,126
C=CCN(c1ccccc1)S(=O)(=O)c1ccc2c(c1)NC(=O)C(C)C(=O)N2 (configuration not stated),98,3,2,102,107,0,116,118
C[C@H](CO)N1C[C@H](C)[C@@H](CN(C)C(=O)Nc2ccc3c(c2)OCO3)Oc2c(NC(=O)C3CC3)cccc2C1=O,97,-6,2,95,94,-2,85,98
CC(=O)N/C(=C/c1ccc2c(c1)OCO2)C(=O)NCc1ccccc1,103,2,0,102,112,-4,100,104
CCCCCn1c(-c2ccco2)nc2nc3ccccc3nc21,209*[may fluoresce violet],7,1,96,83,5,?,111[may fluoresce violet]
Cn1cc(CC(=O)N2CCN(c3ccccc3F)CC2)c2ccccc21,91,7,3,102,107,-7,82,104
O=C(NNC(=O)c1ccc([N+](=O)[O-])cc1C(=O)O)c1ccncc1,94,-2,18,90,98,-1,99,109
CCOC(=O)C1=C(C)Nc2ccccc2N=C1NC(=O)C(CC)c1ccccc1 (configuration not stated),105,-10,0,103,98,-4,106,94
CCOc1ccc(S(=O)(=O)Nc2ccc(C(=O)NCc3ccncc3)cc2)cc1,96,0,0,93,99,3,98,98
O=C(Nc1ccc(Br)cc1)N1CCc2ccccc2C1,99,5,98*,105,82,4,96,94
O=S(=O)(Nc1cccc(S(=O)(=O)N2CCCCCC2)c1)c1ccc(F)cc1F,101,-6,1,104,99,2,112,91
CC(=O)N1CCSc2ccc(S(=O)(=O)NCCc3ccc(Cl)cc3)cc21,97,0,3,95,115,-4,102,107
CCOc1ccc(C2=Nc3ccccc3C(c3ccc(N4CCOCC4)cc3)=NN2)cc1,98,5,3,94,94,0,95,97
CN(C)N=C1c2cc(S(=O)(=O)N3CCOCC3)ccc2-c2ccc(S(=O)(=O)N3CCOCC3)cc21,269*[may fluoresce violet],6,-1,47*[may fluoresce violet],?,-1,?,87[may fluoresce violet]
CC1CCCC(NC(=O)c2ccc3snnc3c2)C1C (configuration not stated),101,2,23,102,106,9,104,100
O=C(CN1CCCCCCC1)N/N=C/c1ccc([N+](=O)[O-])o1,109,-12,-1,107,109,2,108,98
O=C(Nc1cccnc1)/C(N=Nc1c(Cl)cccc1Cl)=C(\O)c1ccccc1,110,1,12,103,99,1,95,109
COc1ccccc1N1C(=O)S/C(=C\c2cccs2)C1=O,106,-15,78*,108,105,5,104,97
Cc1ccc2c(CC(=O)OCc3cc(=O)n4c(n3)sc3ccccc34)coc2c1,107,1,7,104,107,-7,104,113
C=CCNC(=O)/C(=C/c1cccc([N+](=O)[O-])c1)NC(=O)c1ccccc1,101,-6,0,100,97,-8,99,104
CCOC(=O)c1ccc(N2C(=O)CC(N3CCC(C(N)=O)(N4CCCCC4)CC3)C2=O)cc1 (configuration not stated),89,-9,1,94,89,-20,·,90
Cc1cccc2c1-c1sc(C(=O)NCCCN3CCc4ccccc4C3)cc1CO2,91,-6,30,97,105,-1,74,99
CC[C@@H](C)[C@H](NC(=O)Cc1c(C)c2cc3c(C)coc3c(C)c2oc1=O)C(=O)O,102,12,0,101,97,-4,99,112
COc1ccc2c(c1)CC[C@@H]1[C@@H]2CC[C@]2(C)C(=O)CC[C@@H]12,100,3,-1,105,94,6,85,102
Cc1nn(CC(=O)N(C)C2CCS(=O)(=O)C2)c(C)c1[N+](=O)[O-] (configuration not stated),97,7,1,93,97,4,98,92

# High-throughput results deposited in PubChem BioAssay by several laboratories.
